# Screening data as filed in PubChem BioAssay.
# Epigenetic mod: epigenetic modulators derepressing GFP locus in mouse cells | mouse C127i GFP locus derepression, cytometry, 30 h | Potency, µM (titrated, usually from 46.1 µM), for the others: top-dose GFP derepression (activation) | actives 0.09% (n = 68,000) | AID 597; note: % of control where 0% means no effect
#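 Read-out is the number of GFP-positive cells, scored as fluorescent objects 20 to 120 um wide, reflecting derepression of a silenced CMV-GFP reporter in murine C127i cells after 30 h compound exposure at 37 C.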
# Caspase-7 inhib: caspase-7 (human) inhibition, allosteric or competitive. P55210. Potency, µM (highest dose often 57.5 µM), for inactives: top-dose activity change, negative = inhibition, most hits filed as inhibitors. AID 889. actives 0.02% (n = 75,000). recombinant caspase-7, Ac-DEVD-AFC fluorescence rate; active = well fitted inhibition curve with a large enough effect in the main read-out, with a control signal flat, not every such curve was filed as active; inconclusive = small, poorly fitted or top-dose-only effect, or a change in a side signal; note: potency is the fitted concentration of half-maximal effect; % of control where 0% means no effect
# BRCT PPI green: inhibitors of human BRCA1 BRCT-phosphoprotein interaction (green fluorophore); BRCA1 BRCT-phosphopeptide binding, green fluorescence polarization; AID 875; P38398; actives 0.05% (n = 75,000); Potency, µM (top dose mostly 76.9 µM), for the others: at the top dose activity change, negative = inhibition, actives largely listed as inhibitors;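 note: potency is the fitted concentration of half-maximal effect; plate controls were peptide without protein for full effect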
#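 Compounds were incubated for 12 min at room temperature with a complex of 100 nM fluorescein-tagged pBACH1 decapeptide and 250 nM His-tagged BRCT protein. Buffer was phosphate pH 7.3 with EDTA, DTT and Tween 20. Disruption of binding lowers the polarization signal.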
# Fluorescein fluor: fluorescein region autofluorescence. Compound autofluorescence, 480/540 nm, fluorescein-equivalent; active compounds read high. max fluorescein-equivalent concentration, M. actives 0.91% (n = 59,000). AID 593; in the data active = max fluorescein-equivalent concentration above about 10 nM; inconclusive = between about 1.1 nM and that limit
#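 Spectral profiling of library compounds in the fluorescein window (480 nm excitation, 540 nm emission) after 15 min at room temperature in pH 8.0 Tris (100 mM). Values are dye-equivalent concentrations.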
# HEK293 cAMP cs: raises cAMP in parental HEK293 cells, TSHR agonist counter-screen; parental HEK293 CNG cAMP sensor, membrane potential fluorescence; Potency, µM (top dose mostly 57.1 µM), inactives show at the top dose activation, actives largely listed as activators; actives 2.5% (n = 73,000); note: potency is the fitted concentration of half-maximal effect; % of control where 0% means no effect; nearly all actives have a fitted effect of over 55% in size
#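 Counterscreen for endogenous-receptor signalling: CNG-channel HEK 293 cells report cAMP rise by membrane depolarization. After 60 min dye equilibration with 100 uM RO 20-1724, compounds incubated 30 min before bottom-read fluorescence at 590 nm.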
# 4MU fluor: compounds fluorescent in 4-MU spectral region. compound autofluorescence, 340/450 nm, 4-MU equivalents; active compounds read high. max dye-equivalent concentration, M. actives 11% (n = 59,000); in the data active = max dye-equivalent concentration above about 10 nM; inconclusive = mostly about 1.1 nM to 9.6 nM
#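 Intrinsic fluorescence at 340/450 nm (ex/em) was read after 15 min at room temperature in pH 8.0, 100 mM Tris. Each compound concentration expressed as 4-MU-equivalent concentration from a six-point 4-MU standard series on each plate.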
# BRCT PPI red: inhibitors of human BRCA1 BRCT-phosphoprotein interaction (red fluorophore); P38398; BRCT-phosphopeptide binding, red fluorescence polarization; Potency, µM (highest dose often 76.9 µM), inactives show top-dose activity change, negative = inhibition, hits mostly inhibitors; actives 0.03% (n = 75,000); AID 892; note: % is set by controls: 0 for no effect and ±100 for the full control effect
#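 Fluorescence polarization: 100 nM His-tagged BRCA1 BRCT with 100 nM TAMRA-labelled phospho-BACH1 decapeptide, phosphate buffer pH 7.3 with 150 mM NaCl, DTT, 0.01% Tween 20; 12 min RT. Binding inhibition seen as FP decrease.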
# Caspase-1 inhib: blocks human caspase-1 allosterically or competitively; P29466; Caspase-1 enzyme, Ac-WEHD-AFC fluorogenic rate; Potency, µM (doses to about 57.5 µM), inactives show at the top dose activity change, negative = inhibition, most hits filed as inhibitors; actives 0.03% (n = 75,000); AID 900;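 note: potency is the fitted concentration of half-maximal effect; plate controls were vehicle for no effect and no substrate for full effect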
# USP2a inh: blocks human ubiquitin-specific protease USP2a; USP2a enzymatic assay, qHTS inhibition; Potency, µM (highest dose often 38.3 µM), inactives show at the highest dose activity change, negative = inhibition, hits mostly inhibitors; actives 0.1% (n = 60,000);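 note: potency is the fitted concentration of half-maximal effect; nearly all actives have a fitted effect of over 60% in size; plate controls were DMSO for no effect and NEM full inhibition control for full effect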
#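 Inhibition is measured in a cell-free coupled assay with 20 nM USP2 core, 20 nM Ub-PLA2 and 20 uM NBD C6-HPC, 2.5 h incubation. Activity normalized to NEM control.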
# A350 autofl: compound fluoresces in the Alexa 350 spectral region; Compound autofluorescence, 340/450 nm, Alexa 350 dye-equivalents; active compounds read high; max dye-equivalent concentration, M; actives 11% (n = 59,000); AID 590; in the data active = max dye-equivalent concentration above about 10 nM; inconclusive = mostly about 1.1 nM to 9.6 nM
# UbGFP stabilizer: inhibits proteasome, raising ubiquitin-GFP reporter fluorescence; Ubiquitin-GFP reporter cells, proteasome inhibition, GFP fluorescence; response scale: untreated = 0%, 10 µM MG-132 = 100%; Potency, µM (titrated, usually from 45.9 µM), for inactives: at the highest dose activation (GFP accumulation), hits mostly activators; 67,000 tested, under 10 active; active = well fitted activation curve with a large enough effect, not every such curve was filed as active; inconclusive = small, poorly fitted or top-dose-only effect, or another doubt; inactive = no such curve, though single readings can be large or run the other way; note: potency is the fitted concentration of half-maximal effect
#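 Proteasome blockade was scored as a rise in GFP-expressing U2OS cells carrying a ubiquitin(G76V)-GFP construct, imaged after 4 hr compound treatment at 37 °C across a 46 uM–2.9 nM series.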
# Numbers without * were called inactive; i = inactive; u = inconclusive; x = no result given; & = joins results of further samples; [ ] = dose if it differs, or a comment. Unless noted, calls come from the whole dose curve; as a rule, active = well fitted curve in the direction sought with a large enough effect; inconclusive = small, poorly fitted or top-dose-only effect, or another doubt; inactive = no such curve, though single readings can be large; an effect the other way counts as inactive or inconclusive. This is a subset (hit frequency here may not be typical).
SMILES,Epigenetic mod,Caspase-7 inhib,BRCT PPI green,Fluorescein fluor,HEK293 cAMP cs,4MU fluor,BRCT PPI red,Caspase-1 inhib,USP2a inh,A350 autofl,UbGFP stabilizer
CN(c1ccccc1C(=O)Nc1ccc(S(=O)(=O)N2CCCCC2)cc1)S(C)(=O)=O,4.3%,-0.7%,-0.7%,i,-4.5%,i,0.3%,-0.5%,11.2%,i,0.0%
N#CCSc1nnc(-c2ccc(S(=O)(=O)N3CCOCC3)cc2)n1CC1CCCO1 (stereo not drawn),-1.0%,-0.9%,-3.0%,i,11.8%,i,0.4%,-2.7%,0.4%,i,2.3%
COC(=O)CSC1=C(C#N)C(c2sccc2C)CC(=O)N1 (stereo not drawn),-1.1%,0.1%,-0.2%,i,-1.2%,i,-0.2%,0.1%,-2.6%,u,-10.0%
COc1ccc(/C=C/C(=O)c2ccc(OC)cc2O)cc1,x,-1.1%[11.5 µM],-0.1%[15.4 µM],x,5.5%[11.4 µM],x,1.4%[15.4 µM],-5.6%[11.5 µM],x,x,x
CCN(CC)CCCNS(=O)(=O)c1ccc(OC)cc1,1.9%,-4.7%,-0.6%,x,14.1%,x,1.4%,-3.1%,u,x,0.0%
Nc1ccnn1Cc1cccnc1,-2.7%,8.3%,-2.2%,i,4.4%,i,0.9%,1.0%,-0.8%,u,-5.5%
O=C(CCN1C(=O)C2CC=C(Cl)CC2C1=O)Nc1ccccc1O (stereo not drawn),-1.1%,-3.4%,-1.5%,i,12.2%,i,-2.7%,-2.4%,11.0%,i,2.4%
O=C(NCC(c1cccnc1)N1CCN(c2ccccc2F)CC1)C1CCCCC1 (stereo not drawn),1.2%,-1.7%,-2.2%,i,14.3%,i,1.6%,1.0%,2.0%,i,15.1%
CCCc1ccc(OCc2ccc(C(=O)OC)o2)c(OC)c1,4.8%,-1.0%,-0.7%,u,24.7%,u,-1.9%,-0.8%,0.1%,u,-0.5%
O=S(=O)(NCC1OCCc2ccccc21)c1ccc(S(=O)(=O)N2CCOCC2)cc1 (stereo not drawn),-3.6%,3.8%,-0.1%,i,10.8%,i,-1.5%,0.7%,x,i,-2.9%
COc1cc2[nH]c(=S)nc(NCC3CCCO3)c2cc1OC (stereo not drawn),-3.2%,2.7%,2.6%,i,6.4%,u,0.5%,-4.0%,-1.7%,u,0.0%
O=C(COC(=O)CCOc1ccccc1)Nc1ccc(Cl)cn1,-2.1%,-2.0%,1.1%,u,3.3%,u,0.5%,-2.1%,10.4%,u,0.4%

# The final 3 compounds of the section above come first, to join the parts.
SMILES,Epigenetic mod,Caspase-7 inhib,BRCT PPI green,Fluorescein fluor,HEK293 cAMP cs,4MU fluor,BRCT PPI red,Caspase-1 inhib,USP2a inh,A350 autofl,UbGFP stabilizer
O=S(=O)(NCC1OCCc2ccccc21)c1ccc(S(=O)(=O)N2CCOCC2)cc1 (stereo not drawn),-3.6%,3.8%,-0.1%,i,10.8%,i,-1.5%,0.7%,x,i,-2.9%
COc1cc2[nH]c(=S)nc(NCC3CCCO3)c2cc1OC (stereo not drawn),-3.2%,2.7%,2.6%,i,6.4%,u,0.5%,-4.0%,-1.7%,u,0.0%
O=C(COC(=O)CCOc1ccccc1)Nc1ccc(Cl)cn1,-2.1%,-2.0%,1.1%,u,3.3%,u,0.5%,-2.1%,10.4%,u,0.4%
CCOC(=O)Cn1c(C)c(Br)c(=O)c2cccc(C)c21,0.0%,0.3%,2.2%,i,u,i,0.9%,-3.1%,-7.0%,u,-1.8%
C=CCn1nnc2sc3c(c2c1=O)CCC(C)C3 (stereo not drawn),0.0%,-2.7%,-1.4%,i,16.6%,i,0.0%,-2.1%,13.4%,i,-2.7%
O=C(O)COc1cccc2nsnc12,-3.8%,-25.4%,0.0%,u,3.4%,u,-0.4%,u,5.3%,2.18e-08M*,3.5%
CCOC(=O)c1csc(Nc2nc3ccc(F)cc3s2)n1,u,-8.1%,5.0%,u,-1.9%,i,-1.0%,-4.4%,27.5%,i,-2.2%
COc1ccc(CC(=O)Nc2c3c(nn2-c2cccc(C)c2C)CS(=O)(=O)C3)cc1,4.3%,-1.5%,-1.8%,i,10.6%,i,0.0%,-9.7%,5.9%,i,3.8%
COc1ccc(-c2nnn(Cc3nc(N)nc(N4CCCCC4)n3)n2)cc1,4.0%,-2.7%,1.2%,i,22.0%,i,-0.3%,-5.2%,14.7%,i,-2.6%
Cc1ccc(/C=c2\sc3nc(-c4ccco4)nn3c2=O)o1,0.0%,-25.2%,-0.2%,1.5e-08M*,18.9%,u,-8.0%,-13.0%,13.8%,u,0.3%
Cc1cc(=O)n(CC=C(Cl)Cl)c2ccccc12,1.9%,-0.9%,1.9%,u,22.7%,i,-2.0%,-3.3%,4.3%,i,-5.1%
Cc1cc(C)c(O)c(-c2cc(C(=O)Nc3ccc(S(=O)(=O)N4CCOCC4)cc3)[nH]n2)c1,4.3%,-5.2%,-0.9%,i,u,i,0.9%,-3.8%,u,i,0.0%
O=C(Cn1nnc(-c2ccc(S(=O)(=O)N3CCCC3)cc2)n1)NCC1CCCO1 (stereo not drawn),-1.5%,-0.1%,-0.4%,u,15.8%,u,-0.4%,-0.4%,7.6%,u,-3.8%
COc1ccc(CCN2C(=O)CC(C(N)=O)SC2=Nc2ccccc2)cc1OC (stereo not drawn),3.8%,-2.7%,-1.2%,i,-1.0%,1.82e-08M*,0.3%,1.7%,53.9%[activator],1.45e-08M*,-2.4%
CSc1nc(NC(C)(C)C)nc(N2CCOCC2)n1,-1.6%,0.7%,0.6%,i,1.2%,i,-0.8%,-0.1%,-8.2%,i,11.2%
CC(C)(C)c1cc(CCC(=O)N2CCNCC2)c(C(C)(C)C)cc1O,0.0%,-1.7%,-1.9%,i,13.1%,i,-0.7%,-2.4%,15.8%,i,19.3%
C=CCSc1nc(O)c(CC)c(=O)n1C(C)CC (stereo not drawn),-3.1%,0.8%,-1.0%,x,20.1%[11.4 µM],x,-0.1%,-1.9%,2.7%[7.66 µM],x,12.2%[9.17 µM]
CCCCNC(=O)OCC(CC)NC(=O)OC(C)C (stereo not drawn),-2.3%,1.2%,-2.4%,u,4.2%,i,0.2%,-2.1%,0.7%,i,-4.9%
CCOC(=O)C1CCN(C(=O)c2cccc(C(=O)N3CCC(C(=O)OCC)CC3)c2)CC1,1.8%,-1.5%,-2.8%,x,5.4%,x,0.9%,-2.1%,3.5%,x,-2.0%
Cc1ccc(O)c(C(=O)c2cnn(C(=O)Cc3csc(C)n3)c2)c1,3.1%,-1.4%,-1.2%,i,-4.7%,3.27e-08M*,-0.9%,-1.5%,u,5.42e-08M*,-3.0%
CCCn1c(=O)c(C(=O)Nc2nnc(CC)s2)c(O)c2ccccc21,1.2%,3.0%,-1.3%,i,7.0%,i,0.1%,0.7%,5.6%,i,-0.9%
CCn1ccnc1C(O)c1cccc(OC)c1 (stereo not drawn),-1.8%,-1.3%,-0.8%,x,4.0%,x,-0.4%,-1.7%,2.2%,x,5.8%
COc1ccccc1NC(=O)N(Cc1cc2cc(OC)c(OC)cc2[nH]c1=O)CC1CCCO1 (stereo not drawn),-1.0%,-3.2%,0.1%,i,-1.8%,1.03e-07M*,0.0%,-1.6%,15.4%,9.15e-08M*,-1.3%
O=C(NC1CCCCCCC1)C1CCCN(S(=O)(=O)c2cnc[nH]2)C1 (stereo not drawn),8.8%,-2.8%,-1.4%,x,u,x,-0.7%,-0.5%,x,x,4.3%
CC(C)(C)NC(=O)Cn1nnc(-c2ccccc2Cl)n1,0.0%,1.7%,1.3%,i,8.1%,i,-0.9%,0.4%,-1.4%,i,-12.4%
Cc1ccccc1NS(=O)(=O)c1ccc(NC(=O)c2ccco2)cc1,1.3%,0.3%,-2.2%,i,8.0%,i,0.9%,-1.0%,3.2%,i,4.8%
C/C(=N\O)C1/C(=N/O)CC2C1C2(C)C (stereo not drawn),-1.2%,-1.4%,-1.2%,u,0.0%,i,0.1%,0.7%,-9.7%,i,-9.7%
COc1cccc(CNc2ccc3c(c2)ncn3C(C)C)c1OC,x,3.9%,-0.9%,x,0.5%,x,0.0%,-0.1%,x,x,10.2%
COc1ccc(OC)c(S(=O)(=O)NCC2CCCO2)c1 (stereo not drawn),x,-2.2%,-2.0%,x,0.5%,x,-0.6%,1.4%,x,x,x
Nc1ccc(S(=O)(=O)Nc2ccccn2)cc1,-3.3%&1.2%[20.6 µM],1.0%,0.5%[3.08 µM],i,-2.1%[25.6 µM],u,-0.9%,6.4%,3.4%,u,11.9%[20.5 µM]
O=C1c2ccccc2-c2nc3ncnn3c(-c3ccccc3)c21,-1.3%,1.7%,0.9%,i,-6.2%,i,2.2%,3.7%,-11.2%,i,-3.9%
O=C(NCCN1CCCCC1)c1c(O)c2ccccc2[nH]c1=O,-2.1%,-1.3%,-2.7%,u,14.3%,i,0.1%,-0.8%,0.7%,u,x
